TrxR1 substrate: substrates of rat thioredoxin reductase 1; purified TrxR1 substrate turnover, NADPH consumption readout; Potency, µM (highest dose often 114 µM), inactives show at the top dose activity change, negative = substrate turnover; actives 0.01% (n = 390,000); AID 588456; also: potency is read from the fitted curve at half-maximal effect; % is scaled to controls: 0 for no effect and ±100 for the full control effect; nearly all actives have a fitted effect of over 50% in size
Target sequence (O89049 whole entry, looked up): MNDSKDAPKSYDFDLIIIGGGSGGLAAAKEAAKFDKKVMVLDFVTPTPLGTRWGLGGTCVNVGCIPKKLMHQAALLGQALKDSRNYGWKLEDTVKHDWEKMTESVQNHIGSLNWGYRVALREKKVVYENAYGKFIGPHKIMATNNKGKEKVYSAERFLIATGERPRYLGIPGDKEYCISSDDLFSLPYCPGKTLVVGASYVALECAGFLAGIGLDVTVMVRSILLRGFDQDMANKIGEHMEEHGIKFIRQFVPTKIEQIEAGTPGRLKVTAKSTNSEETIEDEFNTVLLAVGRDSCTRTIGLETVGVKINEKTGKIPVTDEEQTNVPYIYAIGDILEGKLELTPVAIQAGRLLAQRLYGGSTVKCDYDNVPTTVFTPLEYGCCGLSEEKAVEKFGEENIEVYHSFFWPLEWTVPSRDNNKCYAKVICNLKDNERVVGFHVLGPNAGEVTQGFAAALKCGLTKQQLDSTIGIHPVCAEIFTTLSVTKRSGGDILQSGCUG
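Rat TrxR1, dispensed at 90 nM, was prereduced with 400 uM NADPH (final) for 5 min at ~22 deg C, then incubated with compound 15 min before 400 uM selenite. A first-read NADPH fluorescence drop versus no-compound background flagged substrates.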
Vif-A3G inh: Vif-A3G binding inhibition; AID 602310; Q9HC16; Potency, µM (series often up to 46.1 µM), inactives show at the top dose activity, negative = active, usual class: inhibitors; HeLa A3G-eYFP + Vif (tagged APOBEC3G with the HIV-1 protein that degrades it), YFP fluorescence, overnight; actives 0.076% (n = 410,000);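 also: potency is read from the fitted curve at half-maximal effect; % is scaled to controls: 0 for no effect and ±100 for the full control effect; nearly all actives have a fitted effect of over 60% in size; hits raise eYFP signal because A3G escapes Vif-driven loss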
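HeLa cells stably expressing Vif and C-terminally eYFP-tagged A3G, seeded overnight at 37 deg C, then exposed to compound by pintool overnight at 37 deg C. Rise in yellow fluorescence (Ex 488/Em 500-530, Acumen) marks blocked Vif-driven A3G degradation.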
LDHA block: blocks human lactate dehydrogenase A. P00338. purified LDHA, NADH/diaphorase-resazurin fluorescence; hits give low values. activity change, % (values are at about 110 or 230 µM). actives 0.15% (n = 480,000). AID 1347041; in the data active = activity change below about -30%; inconclusive = mostly about -25% to -30%;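 also: plate controls were DMSO wells for no effect and wells without enzyme for full effect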
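Human LDH5 at 2 nM final in Tris HCl pH 7.4 with 0.06 mM NADH and 0.2 mM pyruvate, reacted 5 minutes at room temperature. Remaining NADH coupled via diaphorase/resazurin; resorufin fluorescence read at 0 and 20 minutes, normalized to enzyme-free and DMSO wells.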
RGS4 inhibitor: inhibitors of human regulator of G protein signaling 4. P49798. Transcreener GDP fluorescence polarization, RGS4-accelerated GTP hydrolysis. Potency, µM (titrated, usually from 114 µM), without a hit: at the top dose activity change, negative = inhibition, actives largely listed as inhibitors. actives 0.039% (n = 390,000). AID 504845; also: potency is read from the fitted curve at half-maximal effect; % is scaled to controls: 0 for no effect and ±100 for the full control effect; nearly all actives have a fitted effect of over 75% in size; some results filed as inactive show a strong effect at the top dose
Target sequence (P49798 whole entry, looked up): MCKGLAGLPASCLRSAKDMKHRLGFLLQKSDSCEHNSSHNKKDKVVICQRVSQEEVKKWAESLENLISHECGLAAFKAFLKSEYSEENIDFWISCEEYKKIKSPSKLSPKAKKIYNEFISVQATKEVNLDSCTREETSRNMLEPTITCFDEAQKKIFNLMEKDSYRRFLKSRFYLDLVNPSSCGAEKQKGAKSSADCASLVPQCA
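MLSMR compounds (23 nl, pin-transferred) preincubated 10 min at room temperature with a 500nM (2x) first reagent, then RGS4 at 900nM (2x) plus Transcreener GDP mix added; fluorescence polarization (620/688 nm) read before and after 90 min at 30 °C.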
Vif-APOBEC3F blk: Vif-A3F binding inhibition; actives 0.2% (n = 390,000); Potency, µM (doses to about 46.1 µM), for inactives: top-dose activity, negative = active; HeLa A3F-eYFP + Vif (tagged APOBEC3F with the HIV-1 protein that degrades it), YFP fluorescence increase; AID 602313; also: potency is read from the fitted curve at half-maximal effect; % of control where 0% means no effect; nearly all actives have a fitted effect of over 65% in size
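Fluorescence increase (Ex 488/Em 500-530) after overnight compound treatment at 37 deg C flags inhibition of Vif-driven A3F-eYFP loss in stable HeLa A3F-eYFP/Vif cells seeded overnight beforehand.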
Glioma ERSR ind: inducers of ER stress response in human glioma cells | U87-MG GRP78 promoter luciferase reporter, 16 h | Potency, µM, for the others: top-dose activation, actives largely listed as activators | actives 0.02% (n = 420,000) | AID 602332; also: potency is read from the fitted curve at half-maximal effect; series mostly up to about 76 µM; % of control where 0% means no effect; nearly all actives have a fitted effect of over 35% in size
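ERSR induction read as luciferase luminescence (Bright-Glo, 10 min at room temperature) in stably transfected human U87-MG glioma cells exposed to compounds for 16 h, using GRP78 as sensor.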
TrxR1 inh: blocks rat thioredoxin reductase 1. O89049. recombinant rTrxR1, NADPH fluorescence consumption, selenite substrate. Potency, µM (highest dose often 114 µM), without a hit: top-dose activity change, negative = inhibition, actives largely listed as inhibitors. actives 1% (n = 390,000). AID 588453; also: potency is read from the fitted curve at half-maximal effect; % is scaled to controls: 0 for no effect and ±100 for the full control effect; nearly all actives have a fitted effect of over 65% in size
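Rat TrxR1 (90 nM in the dispensed reagent) was pre-reduced with 400 uM NADPH for 5 min at room temperature, then incubated with compound for 15 min. After 400 uM selenite was added, NADPH fluorescence (Ex 340/Em 450 nm) was followed for 8 min.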
USP1 inh: inhibitors of human USP1/UAF1 deubiquitinase. O94782. recombinant USP1/UAF1, Ub-Rhodamine cleavage fluorescence. Potency, µM (doses to about 57.1 µM), for inactives: at the top dose activity change, negative = inhibition, usual class: inhibitors. actives 0.23% (n = 390,000). AID 743255; also: potency is read from the fitted curve at half-maximal effect; % is scaled to controls: 0 for no effect and ±100 for the full control effect; nearly all actives have a fitted effect of over 60% in size; inactives centre near -12
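In this screen, compounds sit with the deubiquitinase complex (1nM) for 15 min at room temperature before Ub-Rho is added at 150nM final. Fluorescence rise is then followed for 6 reads every 60 seconds.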
mIDH1 inhibitor: human IDH1 R132H inhibition; actives 0.093% (n = 390,000); IDH1-R132H enzyme, NADPH consumption, diaphorase/resazurin fluorescence; O75874; Potency, µM (highest dose often 76.6 µM), for the others: top-dose activity change, negative = inhibition, actives largely listed as inhibitors; AID 602179; also: potency is read from the fitted curve at half-maximal effect; % is scaled to controls: 0 for no effect and ±100 for the full control effect; nearly all actives have a fitted effect of over 65% in size
Target sequence (O75874 whole entry R132H, stated change not applied): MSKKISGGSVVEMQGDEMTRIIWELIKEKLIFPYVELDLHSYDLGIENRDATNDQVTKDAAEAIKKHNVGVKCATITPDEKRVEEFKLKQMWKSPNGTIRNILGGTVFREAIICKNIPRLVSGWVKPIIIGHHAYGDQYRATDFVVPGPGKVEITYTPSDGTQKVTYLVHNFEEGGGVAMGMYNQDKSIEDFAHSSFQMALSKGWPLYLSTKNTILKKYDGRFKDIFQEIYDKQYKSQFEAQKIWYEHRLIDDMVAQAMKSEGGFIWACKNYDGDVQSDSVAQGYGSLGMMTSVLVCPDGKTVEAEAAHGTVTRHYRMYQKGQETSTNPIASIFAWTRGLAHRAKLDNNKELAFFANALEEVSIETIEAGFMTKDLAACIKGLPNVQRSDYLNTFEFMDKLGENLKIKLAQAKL
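IDH1-R132H (0.5 ug/mL dispensed) in pH 7.5 Tris buffer was preincubated 30 min with compound, then given a substrate mix of 0.016 mM NADPH and 2 mM alpha-KG for 80 min at room temperature; remaining NADPH was read by diaphorase/resazurin fluorescence.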
* = called active by the depositor; ? = inconclusive; / = not tested or not shown; [ ] = remark or other dose. Unless noted, calls follow the shape of the dose curve; as a rule, active = well fitted curve in the direction sought with a large enough effect; inconclusive = small, poorly fitted or top-dose-only effect, or another doubt; inactive = no such curve, though single readings can be large; an effect the other way counts as inactive or inconclusive.

SMILES	TrxR1 substrate	Vif-A3G inh	LDHA block	RGS4 inhibitor	Vif-APOBEC3F blk	Glioma ERSR ind	TrxR1 inh	USP1 inh	mIDH1 inhibitor
CC(NC(=O)C(=S)N1CCN(C)CC1)c1ccccc1 (stereo not given)	0.8%	3.8%	-2.9	-15.1%	-2.5%	-4.6%	13.6%	-18.9%	8.0%
COC(=O)c1ccc(N=Nc2c(C)[nH]n(-c3ccccc3)c2=O)cc1	-8.5%	2.3%	-8.5	9.8%	-8.9%	-1.5%	14.1%	-7.1%	-10.6%
OC(c1ccccc1)(c1ccccc1)C1CCN(C(=S)NCCc2ccccc2)CC1	6.2%[57.1 µM]	6.2%	-7.5	-2.6%	-0.7%	-3.7%	23.0%[57.1 µM]	-11.8%	1.9%
O=C(Nc1cccc(S(=O)(=O)NC2=NCCCCC2)c1)c1ccc(Cl)cc1	0.4%	6.5%	-3.4	-17.1%	-10.3%	-2.4%	12.0%	-19.2%	6.7%
Cc1n[nH]c(C)c1S(=O)(=O)N1CCCC(C(=O)N2CCN(c3ccc(Cl)cc3)CC2)C1 (stereo not given)	-0.4%[57.1 µM]	0.6%	-5.1	-6.6%	-11.0%	-6.3%	5.3%[57.1 µM]	-27.0%	1.6%
COc1cccc(NC(=O)c2ccc(N3C(=O)C4CCC(C)CC4C3=O)cc2)c1 (stereo not given)	4.9%	0.2%	1.9	-24.9%	-2.3%	-2.2%	25.3%	-19.8%	11.0%
Cc1ccc(S(=O)(=O)N2CCN(C(=O)CN3C(=O)c4ccc([N+](=O)[O-])cc4C3=O)CC2)cc1C	0.0%	0.7%	-3.3	-5.9%	-1.9%	-5.2%	19.8%	-17.3%	2.1%
CN1CCN(C(c2ccccc2Cl)c2sc3nc(-c4ccco4)nn3c2O)CC1 (stereo not given)	22.1%[57.1 µM]	3.4%	6.3	-6.0%	-4.3%	-1.2%	33.5%[57.1 µM]	-15.9%	1.3%
CCN(CC)S(=O)(=O)c1ccc(N2CCCC2)c(NC(=O)C2=COCCO2)c1	-4.8%	-0.2%	-2.0	-18.3%	10.7%	-1.5%	-36.6%[57.1 µM]	-18.0%	-3.4%
COc1ccc(C(=O)N2CCCCC2)cc1S(=O)(=O)Nc1cccc(C(=O)O)c1	15.7%	-0.7%	-2.3	-2.6%	-4.6%	-3.4%	24.6%	-34.4%	5.4%
CCc1noc(C)c1C(=O)OCC(=O)NCCc1ccc(OC)cc1	-1.8%	0.2%	-3.8	-9.3%	4.7%	0.0%	7.1%	-2.6%	0.6%
COc1ccccc1CNC(=O)C1(c2ccc(Cl)cc2)CC1	-3.5%[57.1 µM]	1.7%	-6.9	-8.8%	-26.9%	-3.6%	10.0%[57.1 µM]	0.2%	0.6%
CCN(CC)CCN=C1CCCc2ccccc2N1	6.9%[57.1 µM]	1.1%	-0.9	3.1%	-6.5%	-4.7%	19.9%[57.1 µM]	-3.1%	2.4%
CCn1c(=O)c2c3c(sc2n2c(SCc4ccc(F)cc4)nnc12)CCCC3	-6.8%	-1.2%	-9.7	12.9%	4.0%	-1.5%	-23.3%	-14.1%	-1.7%
CCc1nnc(NC(=O)CSc2nc3ccccc3o2)s1	7.6%	0.3%	-2.0	-20.1%	-0.1%	-6.0%	27.8%	-5.3%	5.4%
Oc1ccc(/C=N/Nc2nccnc2Cl)c(O)c1	-9.4%	-13.0%	9.4	9.1%	-18.4%	0.2%	-7.7%	-11.6%	1.3%
O=C(NCc1ccco1)/C(=C\c1ccco1)NC(=O)c1ccccc1Cl	-2.1%	7.5%	-2.5	2.4%	1.9%	-1.5%	-16.7%	-12.7%	-6.0%
CN(Cc1ccon1)C(=O)C1CCC(=O)N(CCc2ccc(Cl)cc2)C1 (stereo not given)	2.6%	-0.5%	-4.2	-0.8%	-0.8%	4.1%	4.2%	-25.3%	6.6%
CC1CCN(c2nc(N3CCCCC3)nc(N3CCCCC3)n2)CC1	-3.0%	2.2%	-5.6	-2.4%[56.9 µM]	5.8%	0.7%	19.6%	-11.5%	1.1%
Cc1ccc(S(=O)(=O)N2[C@@H](c3ccccc3F)C(C(=O)O)=CC[C@H]2c2cccc(C)c2)cc1	-3.0%[57.1 µM]	-1.6%	-4.7	-4.6%	3.5%	-3.7%	20.4%[57.1 µM]	-25.3%	1.7%
COc1ccc(S(=O)(=O)N2CCN(CCOc3ccccc3Cl)CC2)cc1OC	-7.9%	0.9%	-4.0	26.3%	-7.4%	-1.5%	3.3%	-9.1%	-8.3%
C/C(=N\NC(=O)c1ccccc1-n1cccc1)c1ccccn1	/	-20.5%	1.0	/	?	-3.5%	/	?	8.8%
CCCCNC(=O)C1(O)c2cc(Br)ccc2NC(=O)N1c1cccc(OC)c1 (stereo not given)	-6.4%[57.1 µM]	3.6%	-3.4	12.8%	0.0%	-5.1%	6.2%	-2.2%	0.0%
COC(=O)CCCC1=CC2=CC(=O)C(C)(OC(=O)CCc3ccccc3)C(=O)C2=CO1 (stereo not given)	-4.9%	0.4%	30.6	-34.9%	2.2%	-1.8%	-13.5%	?	7.7%
O=C(Nc1ccccc1)/C(=C\c1ccco1)NC(=O)c1ccco1	-5.4%	1.6%	7.5	-24.1%	5.8%	-2.4%	50.1µM*	-17.0%	-3.2%
Other entries follow:
SMILES	TrxR1 substrate	Vif-A3G inh	LDHA block	RGS4 inhibitor	Vif-APOBEC3F blk	Glioma ERSR ind	TrxR1 inh	USP1 inh	mIDH1 inhibitor
COc1ccc(C2Nc3ccccc3C(=O)N2Cc2ccccc2)cc1COc1ccc([N+](=O)[O-])cc1 (stereo not given)	12.0%[0.0914 µM]	-0.4%	-6.9	1.0%	/	-2.8%	24.6%	/	/
COc1ccc(CCN2CC(C(=O)O)CC2=O)cc1OC (stereo not given)	-4.3%	1.0%	-7.1	-3.3%	-0.2%	-4.8%	-3.5%	-15.2%	7.6%
COc1ccc(Nc2nc(OC)nc(OC)n2)cc1	-6.9%	0.2%	-1.6	36.5%	-0.2%	0.4%	-4.9%	0.5%	-7.4%
NS(=O)(=O)c1ccc(NC(=O)COC(=O)C2CC2)cc1	-3.9%	3.3%	-8.9	4.7%	3.5%	-2.2%	15.7%	1.9%	-0.6%
CCN1CCN(CCCNC(=O)Cn2nc(C)n3c(cc4c(OC)cccc43)c2=O)CC1	142.7%[activator]	1.5%	-4.3	-11.0%	-5.4%	-3.3%	27.3%	3.4%	-10.2%
C[C@@H]1ON(C)[C@H]2C[C@H]3c4cc(N5CCOCC5)ccc4CCN3C(=O)[C@@H]12	1.1%	2.5%	-1.4	19.2%	-0.6%	-2.3%	6.5%	-16.8%	1.0%[38.3 µM]
Cc1ccc(OCC(=O)N/N=C/C=C/c2ccco2)cc1C	-11.8%	?	12.1	?	?	?	39.8µM*	-8.8%	3.2%
Cc1ccc(C(=O)OCC(=O)N2C(C)CCCC2C)cc1S(=O)(=O)N1CCOCC1 (stereo not given)	-2.0%[57.1 µM]	1.9%	-2.3	10.8%	-7.7%	-0.1%	1.6%[57.1 µM]	3.4%	-1.1%
CC1CCN(c2ccc(NC(=S)NC(=O)c3ccco3)cc2)CC1	-7.4%	-0.8%	-6.0	-16.9%	-9.1%	3.8%	-30.1%	-6.3%	4.4%
CCCS(=O)(=O)N1CCCC(C(=O)NCCN2CCOCC2)C1 (stereo not given)	-2.2%	-3.2%	-3.7	3.4%	1.0%	-2.8%	-5.1%	-15.4%	3.0%
C/C(=N\OCC(=O)Nn1c(C)nc2ccccc2c1=O)c1ccccc1	-6.0%	1.1%	-4.3	-7.1%	5.1%	0.3%	-11.9%	-21.1%	5.5%
CCn1cc2nc(SCC(=O)Nc3ccc(OC)c(Cl)c3)n(Cc3ccc(OC)cc3)c(=O)c2n1	-8.0%	2.1%	-1.9	-2.8%	-0.8%	-3.5%	-6.0%	-5.0%	-14.4%
COc1ccc(-c2cc(C(F)(F)F)n3nc(C(=O)Nc4ccc(Cl)cc4C(F)(F)F)cc3n2)cc1OC	-1.4%	-1.6%	-1.1	-15.1%	-2.2%	-2.6%	13.8%	-12.8%	-4.5%
Cc1cccc(NC(=O)CSc2nc(C)c(Cc3ccccc3)c(=O)[nH]2)c1C	5.5%	/	-4.3	18.0%	/	/	19.7%	?	/

Reprinted from the listing for reference:
SMILES	TrxR1 substrate	Vif-A3G inh	LDHA block	RGS4 inhibitor	Vif-APOBEC3F blk	Glioma ERSR ind	TrxR1 inh	USP1 inh	mIDH1 inhibitor
COc1ccc(-c2cc(C(F)(F)F)n3nc(C(=O)Nc4ccc(Cl)cc4C(F)(F)F)cc3n2)cc1OC	-1.4%	-1.6%	-1.1	-15.1%	-2.2%	-2.6%	13.8%	-12.8%	-4.5%
Cc1cccc(NC(=O)CSc2nc(C)c(Cc3ccccc3)c(=O)[nH]2)c1C	5.5%	/	-4.3	18.0%	/	/	19.7%	?	/

Single entries from the entries so far.
Cc1ccc(S(=O)(=O)N2[C@@H](c3ccccc3F)C(C(=O)O)=CC[C@H]2c2cccc(C)c2)cc1 in LDHA block reads -4.7
COc1cccc(NC(=O)c2ccc(N3C(=O)C4CCC(C)CC4C3=O)cc2)c1 (stereo not given) in TrxR1 substrate reads 4.9%
Oc1ccc(/C=N/Nc2nccnc2Cl)c(O)c1 in Glioma ERSR ind reads 0.2%

Source: PubChem BioAssay

These rows are one share of the data; count on the stated rates, not on these rows.
